# PI5P4Ka inh = blocks human PI5P4K alpha kinase activity; PI5P4Kalpha enzyme, ADP-Glo luminescence, 60 min; active compounds read low; max response, %; 1.2% of 330,000 active; active = max response of -50% or lower; inconclusive = between -30% and -50%; inactive = -30% or higher; note: value at the top dose of about 77 µM; % is set by controls: 0 for no effect and ±100 for the full control effect
#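 Compounds were pin-transferred onto PI5P4Kalpha and substrate in HEPES pH 7.4 buffer with EGTA, CHAPS and 5% DMSO. ATP (5 microM final) started the reaction, which ran 60 minutes at room temperature before ADP-Glo detection.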
# WRN inhibitor = WRN helicase (human) inhibition | Q14191 | WRN helicase unwinding, fluorescent forked duplex, kinetic | Potency, µM (titrated, usually from 114 µM), without a hit: at the highest dose activity change, negative = inhibition, most hits filed as inhibitors | 0.46% of 360,000 active | AID 651768; note: potency is the fitted concentration of half-maximal effect; % is set by controls: 0 for no effect and ±100 for the full control effect; nearly all actives have a fitted effect of over 55% in size
# Target sequence (Q14191 whole entry, looked up): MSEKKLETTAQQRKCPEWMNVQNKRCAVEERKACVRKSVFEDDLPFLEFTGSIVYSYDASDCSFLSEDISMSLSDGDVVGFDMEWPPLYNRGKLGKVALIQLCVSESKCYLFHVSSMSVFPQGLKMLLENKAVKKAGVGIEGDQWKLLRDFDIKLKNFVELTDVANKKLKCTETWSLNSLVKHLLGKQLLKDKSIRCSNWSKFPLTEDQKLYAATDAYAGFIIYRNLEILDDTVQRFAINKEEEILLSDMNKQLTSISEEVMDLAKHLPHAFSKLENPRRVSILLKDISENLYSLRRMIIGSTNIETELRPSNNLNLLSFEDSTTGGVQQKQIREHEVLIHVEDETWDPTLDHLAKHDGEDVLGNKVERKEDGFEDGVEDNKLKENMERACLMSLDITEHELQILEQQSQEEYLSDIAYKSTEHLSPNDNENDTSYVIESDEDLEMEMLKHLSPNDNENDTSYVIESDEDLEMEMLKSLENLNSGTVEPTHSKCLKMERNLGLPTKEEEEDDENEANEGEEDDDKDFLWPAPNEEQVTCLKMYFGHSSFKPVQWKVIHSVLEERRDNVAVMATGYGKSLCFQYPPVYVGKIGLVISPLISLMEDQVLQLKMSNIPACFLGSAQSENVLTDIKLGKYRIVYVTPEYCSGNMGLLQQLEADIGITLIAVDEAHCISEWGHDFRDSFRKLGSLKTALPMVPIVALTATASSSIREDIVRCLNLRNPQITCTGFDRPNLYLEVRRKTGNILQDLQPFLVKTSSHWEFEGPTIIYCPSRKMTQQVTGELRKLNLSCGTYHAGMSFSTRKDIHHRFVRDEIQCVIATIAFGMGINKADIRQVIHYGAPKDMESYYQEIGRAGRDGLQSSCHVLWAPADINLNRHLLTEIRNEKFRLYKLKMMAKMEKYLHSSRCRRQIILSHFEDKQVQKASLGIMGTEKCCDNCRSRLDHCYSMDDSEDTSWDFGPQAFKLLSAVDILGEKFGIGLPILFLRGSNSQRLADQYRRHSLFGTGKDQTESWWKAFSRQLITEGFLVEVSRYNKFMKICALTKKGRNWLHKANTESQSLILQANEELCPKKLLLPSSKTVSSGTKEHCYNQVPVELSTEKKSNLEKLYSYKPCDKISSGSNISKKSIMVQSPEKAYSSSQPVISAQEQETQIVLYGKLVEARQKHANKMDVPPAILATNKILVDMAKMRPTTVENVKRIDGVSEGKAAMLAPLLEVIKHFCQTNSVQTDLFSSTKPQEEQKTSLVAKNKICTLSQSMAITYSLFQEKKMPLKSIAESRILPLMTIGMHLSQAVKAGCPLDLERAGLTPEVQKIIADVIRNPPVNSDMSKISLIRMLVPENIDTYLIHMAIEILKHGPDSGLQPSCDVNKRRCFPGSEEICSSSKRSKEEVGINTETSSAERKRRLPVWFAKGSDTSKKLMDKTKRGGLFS
#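 Kinetic fluorescence helicase assay: unwinding of a quenched forked DNA duplex (100 nM final) with 2 mM ATP final raises red fluorescence (525/598 nm). Compounds sat 15 min at room temperature with 20 nM WRN beforehand.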
# PLK1 PBD inh = PLK1 (human) polo-box domain binding inhibition; Plk1 PBD binding of FITC phosphopeptide, fluorescence polarization; 2.8% of 360,000 active; P53350; Potency, µM, without a hit: max response, negative = inhibition, hits mostly inhibitors; note: potency is the fitted concentration of half-maximal effect; series mostly up to about 57 µM; % is set by controls: 0 for no effect and ±100 for the full control effect; nearly all actives have a fitted effect of over 65% in size
# EPAC1 agonist = activates human EPAC1 exchange factor | 0.073% of 360,000 active | EPAC1 agonist qHTS, biochemical assay; response scale: 100% = response to 6.5 mM cAMP | Potency, µM (doses to about 154 µM), for inactives: top-dose activation, most hits filed as activators; note: potency is the fitted concentration of half-maximal effect; nearly all actives have a fitted effect of over 60% in size
#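 Nucleotide exchange by EPAC1 (100 nM) on Rap1B–BODIPY-GDP (250 nM) in the presence of 50 uM GDP is tracked fluorescently at 480/540 nm over 30 min. Signals are normalized to a 6.5 mM cAMP control.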
# Abeta rescue = compounds reversing amyloid beta toxicity in yeast; 0.063% of 410,000 active; Potency, µM (doses to about 46.1 µM), for inactives: at the top dose growth rescue, hits mostly activators; yeast expressing A-beta42, growth rescue, OD600, 48 h; response scale: 0% DMSO, 100% iron-clioquinol control; note: potency is the fitted concentration of half-maximal effect; nearly all actives have a fitted effect of over 55% in size
#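 Yeast A-beta toxicity model in growth medium with pinned compounds, 48 h at 30 C; growth read as absorbance at 600 nm. Normalized to FeCl3/clioquinol equimolar mix (positive) and DMSO (negative).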
# aSyn yeast inh = rescues yeast growth from alpha-synuclein toxicity | AID 652106 | Potency, µM (highest dose often 46.1 µM), for inactives: at the highest dose growth rescue (activation), most hits filed as activators | Yeast expressing alpha-synuclein, growth rescue, BacTiter-Glo, 24 h | 0.14% of 370,000 active; note: potency is the fitted concentration of half-maximal effect; % of control where 0% means no effect; nearly all actives have a fitted effect of over 65% in size
#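 Galactose-induced alpha-syn yeast (OD600=0.02, raffinose-pregrown) + pinned cpd, 24 hr, 30 deg C; growth by BacTiter-Glo luminescence. Growth restoration scores as activation.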
# EPAC1 antag = EPAC1 (human) antagonism; Potency, µM (top dose mostly 115 µM), inactives show at the highest dose activity change, negative = inhibition, actives largely listed as inhibitors; AID 720709; EPAC1 GEF assay, Rap1b-BODIPY-GDP exchange fluorescence; O95398; 0.14% of 360,000 active;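 note: potency is the fitted concentration of half-maximal effect; plate controls were vehicle for no effect and positive control for full effect; nearly all actives have a fitted effect of over 50% in size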
# IL2 activator = IL-2 activation. IL-2 activation reporter assay, cell-based qHTS; stimulated with anti-CD3/CD4/CD28 beads; in transgenic mouse T cells. activation, % (series mostly up to about 46 µM). 0.065% of 360,000 active. AID 652025; in the data active = activation above about 50%; inconclusive = mostly about 30% to 49%; note: 0% is about no effect
#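 Readout is EGFP and DsRed signal by fluorescent plate cytometry after 18 h at 37 degrees C. Transgenic mouse T cells (750/well) received compound for 60 min before bead stimulation (anti-CD3, anti-CD4, anti-CD28); memory T cells served as non-tolerant control.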
# FUS yeast rescue = FUS proteinopathy suppression in yeast; S. cerevisiae FUS-expressing, growth rescue, OD600, 24 h; Potency, µM (series often up to 76.6 µM), for inactives: at the top dose growth rescue (activation), most hits filed as activators; 0.24% of 390,000 active; AID 1347120;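 note: potency is the fitted concentration of half-maximal effect; plate controls were DMSO vehicle for no effect and reference control for full effect; nearly all actives have a fitted effect of over 55% in size; some results filed as inactive show a strong effect at the top dose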
#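 Compound concentration series was pinned onto galactose-induced FUS-expressing yeast seeded at OD 0.005. Plates sat 24hr at 30C; absorbance at 600 nm gave growth. DMSO served as background control.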
# The depositor's hits bear a star; ? = inconclusive; · = not tested or not shown; [ ] = remark or other dose. Unless noted, calls come from the whole dose curve; as a rule, active = well fitted curve in the direction sought with a large enough effect; inconclusive = small, poorly fitted or top-dose-only effect, or another doubt; inactive = no such curve, though single readings can be large; an effect the other way counts as inactive or inconclusive.
SMILES,PI5P4Ka inh,WRN inhibitor,PLK1 PBD inh,EPAC1 agonist,Abeta rescue,aSyn yeast inh,EPAC1 antag,IL2 activator,FUS yeast rescue
Cc1ccccc1OCCn1c(CCNC(=O)C(C)C)nc2ccccc21,0,1%,1%,-10%,4%,6%,-1%,-2.6,-20%
O=C(Nc1cccc(F)c1)c1cc(-c2ccco2)nc2ccccc12,?,-5%[11.6 µM],-19%,-1%,4%,-2%,5%,-0.2,14%
CCOc1ccccc1NC(C)C(=O)NC(=O)NC1CCCCC1 (stereo unspecified),-2,0%,-2%,-1%,22%,-2%,-10%,0.9,?
COc1ccc([C@@H]2C[C@H](c3ccccc3)Oc3cc(OC)c(OC)c(OC)c32)cc1,12,0%,-7%,9%,2%,5%,-20%,-0.4,21%
CCCNC(=O)C1(C)CCN(C(=O)c2ccc(F)cc2Cl)C1 (stereo unspecified),1,6%,-8%,-4%,12%,-3%,-14%,2.1,-21%
COc1ccc(C2NC(=O)CS2)cc1 (stereo unspecified),2,-23%,-8%,-4%,-10%,-30%,10%,-0.6,?
COc1ccc(Nc2nnc(SCC(=O)N(CC(C)C)C3CCS(=O)(=O)C3)s2)cc1 (stereo unspecified),0,-1%,-20%,-11%,0%,-3%,10%,0.5,-13%
CC1(Oc2ccccc2-c2ccno2)CCN(Cc2csc3ccccc23)C1 (stereo unspecified),28,0%,6%,-7%,17%,12%,6%,-1.1,-1%
Cn1nnnc1SCC(=O)Nc1ncc(Cl)cc1Cl,3,-7%,-3%,-1%,-1%,2%,-18%,-0.5,-20%
O=C(NC1CCCC1)C(c1ccncc1)N(C(=O)Cc1cccs1)c1ccccc1 (stereo unspecified),-3,-7%[57.1 µM],-9%,15%,-16%,-1%,-5%,-1.5,6%
COC(=O)c1ccc(C2C(C(=O)Nc3ccc(C)cc3C)=C(C)Nc3ncnn32)cc1 (stereo unspecified),-6,-5%,-11%,3%,-18%,-1%,-29%,-0.9,9%
CCOC(=O)c1cnc2c(ccc3ccccc32)c1Cl,3,3%,-4%,-2%,-4%,4%,-6%,-1.8,-40%
Nc1c(-c2ccc(F)cc2)cnc2ncnn12,·,3%,-5%,4%,8%,5%,6%,7.2,15%
CCS(=O)(=O)Nc1ccc(-c2cc(-c3ccccc3)c3cc(C)ccc3n2)cc1,30,-16%,0%,7%,-51%[inhibitor],-54%[inhibitor],-28%,0.3,·
COc1ccc(C)cc1NC(=O)CCS(=O)(=O)c1cccc2nonc12,·,8%,-10%,7%,6%,1%,-9%,0.9,21%
CC1=C/C(=C/N(C)C)C(=O)O1,-8,4%,-2%,-9%,5%,0%,-20%,-2.0,-9%
CCSc1nc2c(c(=O)[nH]1)C(c1cccnc1)C(C(=O)OC(C)C)=C(C)N2 (stereo unspecified),2,1%,-9%,-2%,-3%,-2%,-14%,-2.4,5%
Cc1nn(C(=O)N2CCOCC2)c(C)c1CN1C(=O)c2ccccc2C1=O,·,3%,-4%,4%,2%,-7%,15%,-2.8,8%
COc1ccc(C(C)=O)c(Oc2nc(CN3CCOCC3)nc3scc(-c4cccs4)c23)c1,·,2%,4%,-6%,-17%,-4%,7%,3.4,36%
O=C(/C=C/c1cccs1)N1CCC2(CC1)Oc1ccc(Cl)cc1C(=O)C21CC(c2ccc(Cl)cc2)=NO1 (stereo unspecified),1,3%,-14%,-5%,5%,11%,-5%,0.4,-3%
COC(=O)CCC(=O)OC1(C)C(=O)C2=CN(C3CC3)C(c3ccc(OC)cc3)=CC2=C(Br)C1=O (stereo unspecified),-3,-8%,27µM*,1%,-2%,1%,-8%,0.9,?
COc1ccc(C(=O)N2CCCCCC2)cc1OC1CCN(C(C)C)CC1,-4,0%,-1%,-15%,3%,-1%,1%,0.2,8%
C#CC(C)(C)NC(=O)c1ccccc1OC,2,4%,-6%,0%,23%,-1%,0%,3.0,13%
Cc1ccc(NC2OC(C(O)CO)C(O)C2O)cc1[N+](=O)[O-] (stereo unspecified),2,5%,-1%,-12%,2%,0%,12%,-0.5,0%
Cc1nn(CCC#N)c2nc(-c3ccccc3)cc(C(F)(F)F)c12,1,2%,-2%,0%,0%,5%,-10%,1.9,4%

# (continued)
SMILES,PI5P4Ka inh,WRN inhibitor,PLK1 PBD inh,EPAC1 agonist,Abeta rescue,aSyn yeast inh,EPAC1 antag,IL2 activator,FUS yeast rescue
O=C(Nc1ccccc1)NC1(C(=O)NCc2ccco2)CCCCC1,-1,-6%,0%,1%,3%,-12%,5%,-1.9,11%
CCOC(=O)CCn1c(CC(=O)OCC)nc2ccccc21,·,-3%,-10%,-5%,3%,-6%,2%,-1.7,21%
O=C(NNC(=O)C1COc2ccccc2O1)c1ccccc1 (stereo unspecified),·,0%,-4%,-10%,6%,-1%,2%,-0.5,32%
Cc1cc2cc(C)c3nnc(SCC(=O)Nc4ccc(S(=O)(=O)N5CCCCC5)cc4)n3c2cc1C,-6,-1%,6%,-5%,4%,1%,-20%,-2.6,·
CN1CCN(S(=O)(=O)c2ccc(-c3ccc(Cl)cc3)cc2)CC1,·,9%,0%,-10%,4%,4%,1%,-1.1,18%
S=C(NC1CCCCC1)N1CCOCCOCCN(C(=S)NC2CCCCC2)CCOCCOCC1,3,-25%,-11%,10%,?,-7%,-26%,-1.0,?
CC(C)c1cc(=O)oc2c3c4c(cc12)CCCN4CCC3,·,-12%,?,16%,-24%,-5%,-2%,3.9,17%
Cc1c(C(=O)N2CCN(C(=O)c3ccco3)CC2)sc2nc(-c3ccc(F)cc3)cn12,-2,5%,-5%,-9%,5%,-6%,10%,-0.8,22%
C=C(C)C1CCC(C)=C1COC(=O)Nc1ccccc1 (stereo unspecified),10,-8%,-2%,-4%,18%,19%,?,-3.0,·
COc1ccc(NC(=O)N(C)C[C@H]2Oc3c(NC(=O)NC4CCCCC4)cccc3C(=O)N([C@H](C)CO)C[C@@H]2C)cc1,0,-6%,-20%,7%,4%,2%,-2%,-0.4,28%
O=C1CN(C(=O)c2ccc(Br)o2)C(c2ccc(F)cc2)c2cc(Cl)ccc2N1 (stereo unspecified),-15,-14%,-10%,10%,27%,8%,0%,6.1,?
CCOc1ccc2nc(SCC(=O)NCc3ccc(S(N)(=O)=O)cc3)sc2c1,6,1%,-10%,12%,13%,-3%,-13%,-0.7,-4%
Cc1ccc(C(NC(N)=O)c2ccccc2C)cc1 (stereo unspecified),·,-6%,-1%,5%,14%,4%,-2%,-0.5,-7%
NC(N)=NN=Cc1ccnc2ccccc12,2,14%,-11%,-1%,-3%,-6%,-6%,0.0,-13%
Cn1c(N)c(S(=O)(=O)N2CCN(Cc3ccccc3)CC2)c(=O)n(C)c1=O,6,-1%,-12%,4%,-9%,2%,11%,-2.4,10%
C/C=C/c1cccc(-c2nc(C(=O)NC3Cc4ccccc4C3)cc3c2[C@@H](CCO)N(C(C)=O)C3)c1,16,-4%,-5%,-9%,-11%,-2%,3%,-0.3,?
O=C1NC(=Nc2ccc(Cl)cc2)SC1Cc1cccc(Cl)c1Cl (stereo unspecified),9,-11%,-8%,3%,25%,-2%,-20%,1.3,-28%
O=C1N[C@@H](Cc2ccccc2)C(=O)N2[C@@H]3N(S(=O)(=O)c4ccccc4)c4ccccc4[C@]3(Br)C[C@@H]12,1,-6%,-10%,7%,4%,2%,-7%,-0.4,?
CC(C)(C)OC(=O)NCCCCCc1nnc(SCc2cccc(F)c2)o1,4,-1%,5%,-1%,-8%,3%,0%,0.3,27%
O=c1cc(-c2ccccc2)oc2c1CCCC2,-3,1%,-15%,-1%,-8%,17%,6%,-0.5,-21%
CC(C)(C)OC(=O)c1c(N)n(CCCN2CCCC2=O)c2nc3ccccc3nc12,0,3%,-1%,-5%,-8%,?,-1%,0.7,9%
Cc1cc(=O)c2ccc(C(F)(F)F)cc2[nH]1,-10,-11%,-1%,0%,-16%,0%,-6%,-0.5,-8%
CC(C)n1cc(/C=N/Nc2ccc(C(=O)O)cc2)c2ccccc21,8,-13%,?,5%,-8%,?,11%,0.3,30%

# In the list so far, these have fluorine:
SMILES,PI5P4Ka inh,WRN inhibitor,PLK1 PBD inh,EPAC1 agonist,Abeta rescue,aSyn yeast inh,EPAC1 antag,IL2 activator,FUS yeast rescue
O=C(Nc1cccc(F)c1)c1cc(-c2ccco2)nc2ccccc12,?,-5%[11.6 µM],-19%,-1%,4%,-2%,5%,-0.2,14%
CCCNC(=O)C1(C)CCN(C(=O)c2ccc(F)cc2Cl)C1 (stereo unspecified),1,6%,-8%,-4%,12%,-3%,-14%,2.1,-21%
Nc1c(-c2ccc(F)cc2)cnc2ncnn12,·,3%,-5%,4%,8%,5%,6%,7.2,15%
Cc1nn(CCC#N)c2nc(-c3ccccc3)cc(C(F)(F)F)c12,1,2%,-2%,0%,0%,5%,-10%,1.9,4%
Cc1c(C(=O)N2CCN(C(=O)c3ccco3)CC2)sc2nc(-c3ccc(F)cc3)cn12,-2,5%,-5%,-9%,5%,-6%,10%,-0.8,22%
O=C1CN(C(=O)c2ccc(Br)o2)C(c2ccc(F)cc2)c2cc(Cl)ccc2N1 (stereo unspecified),-15,-14%,-10%,10%,27%,8%,0%,6.1,?
CC(C)(C)OC(=O)NCCCCCc1nnc(SCc2cccc(F)c2)o1,4,-1%,5%,-1%,-8%,3%,0%,0.3,27%
Cc1cc(=O)c2ccc(C(F)(F)F)cc2[nH]1,-10,-11%,-1%,0%,-16%,0%,-6%,-0.5,-8%

# Assay outcomes (PubChem BioAssay)
